PglD inh: inhibitors of Campylobacter jejuni PglD acetyltransferase. purified PglD enzyme, DTNB colorimetric CoA detection. inhibition, % at 12.5 µM. 0.098% of 360,000 active. AID 602405; in the data active = inhibition above about 16%, passing the limit was not always enough; inconclusive = no clear call, values can overlap the other calls; also: strong numbers were not always called active
Cneo AK release: Cryptococcus neoformans lysis via adenylate kinase release. C. neoformans lysis, adenylate kinase release luminescence, 4 h; normalised: neutral wells 0, clomiphene wells 100. lysis activity, % at 15 µM. 0.2% of 360,000 active;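 active = mean lysis activity across replicates of at least 80%, whatever share of replicates individually reach that level; inactive = mean lysis activity below 80%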
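Test system: log-phase Cryptococcus neoformans yeast cells; Quantity: yeast cell density of 5 × 10^6 cells/mL; Buffer or medium: YPD; Doses: single compound concentration per well; Timing: 4 h at 37 °C static, read 1 h later; Measured by: AK luminescence; Read-out basis: lysis from increased AK signal; Control set: Clomiphene as positive control.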
PGC1a acetyl inh: lowers PGC1a acetylation signal in U2OS cells. inhibition, % at 15.6 µM. AlphaScreen anti-acetyl-lysine; with virally co-expressed GCN5 acetyltransferase. AID 651687. 0.17% of 350,000 active;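 active = every replicate shows inhibition of at least 40%; inconclusive = mean inhibition at least 40% but some replicate below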;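 also: 0% = neutral control wells and 100% = positive control wells; some results beyond the cut were filed as inactive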
miR122 inh: inhibitors of miR-122 in Huh7 cells | Huh7 miR-122 Renilla luciferase sensor, 48 h; neutral wells = 0, positive control = 100 | 0.3% of 340,000 active | activation (reporter increase), % at 12.5 µM;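 active = mean replicate activation score at least 90 and every replicate individually at or above 90; inconclusive = only one of the two criteria met; inactive = neither criterion met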;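 also: higher luciferase means less miR-122 activity so hits act as miR-122 inhibitors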
E-sel inducer: induces E-selectin expression in human endothelial cells; 0.37% of 260,000 active; P16581; HUVEC E-selectin immunofluorescence imaging; normalized: neutral wells 0, TNF-alpha wells 100; activation, % at 7.58 µM;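 active = mean E-selectin-positive cell signal at least 10% of the positive control, reached in at least 60% of replicates, without over 20% cell loss; inconclusive = no rule given, readout overlaps actives, possibly toxicity-flagged; inactive = the rest, including those meeting only one limit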;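 also: in these data hits start at about 27%; measured in HUVEC primary endothelial cells; signal is the percent of cells scored E-selectin positive by PE staining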
Target sequence (P16581 whole entry, looked up): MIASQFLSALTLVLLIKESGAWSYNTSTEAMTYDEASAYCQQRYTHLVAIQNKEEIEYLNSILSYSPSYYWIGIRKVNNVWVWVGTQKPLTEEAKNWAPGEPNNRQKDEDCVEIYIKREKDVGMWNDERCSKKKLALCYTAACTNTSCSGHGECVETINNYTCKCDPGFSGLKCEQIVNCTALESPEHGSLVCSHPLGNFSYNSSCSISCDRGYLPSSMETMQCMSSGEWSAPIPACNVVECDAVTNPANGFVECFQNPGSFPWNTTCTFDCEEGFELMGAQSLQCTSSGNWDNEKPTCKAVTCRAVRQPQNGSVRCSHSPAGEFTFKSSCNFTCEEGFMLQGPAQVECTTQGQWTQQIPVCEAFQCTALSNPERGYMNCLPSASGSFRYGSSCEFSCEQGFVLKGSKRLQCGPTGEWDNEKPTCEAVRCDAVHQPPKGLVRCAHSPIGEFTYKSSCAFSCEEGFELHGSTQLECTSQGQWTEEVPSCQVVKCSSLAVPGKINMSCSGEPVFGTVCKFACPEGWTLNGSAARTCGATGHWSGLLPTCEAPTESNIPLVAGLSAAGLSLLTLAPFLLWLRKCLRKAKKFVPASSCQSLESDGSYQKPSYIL
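System: HUVEC / Compound: single concentration / Signal: immunofluorescence imaging / Read-out: percent E-selectin-positive cells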
RAD52 anneal inh: inhibitors of human RAD52 DNA annealing; P43351; recombinant RAD52 DNA annealing, FRET fluorescence; inhibition, % at 18.7 µM; 0.46% of 360,000 active; AID 651710;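 active = every replicate showing at least 50% inhibition; inconclusive = mean inhibition at least 50% but not in every replicate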
Target sequence (P43351 whole entry, looked up): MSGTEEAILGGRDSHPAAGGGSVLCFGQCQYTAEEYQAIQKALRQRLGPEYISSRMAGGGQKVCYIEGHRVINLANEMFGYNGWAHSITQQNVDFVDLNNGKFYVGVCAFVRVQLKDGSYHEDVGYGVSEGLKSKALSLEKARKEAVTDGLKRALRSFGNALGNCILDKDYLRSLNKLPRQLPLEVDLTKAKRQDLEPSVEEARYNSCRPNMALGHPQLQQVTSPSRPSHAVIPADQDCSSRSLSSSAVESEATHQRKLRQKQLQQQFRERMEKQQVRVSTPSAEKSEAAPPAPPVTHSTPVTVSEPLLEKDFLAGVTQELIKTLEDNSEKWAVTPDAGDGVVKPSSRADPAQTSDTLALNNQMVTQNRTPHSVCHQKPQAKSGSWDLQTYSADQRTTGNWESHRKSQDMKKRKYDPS
RAD54 branch: RAD54 (human) branch migration inhibition; Q92698; RAD54 Holliday junction branch migration, FAM/BHQ fluorescence; inhibition, % at 10.4 µM; 0.14% of 360,000 active; AID 602329;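 active = mean normalized replicate activity at least 40 and at least half of replicates scoring 40 or more; inconclusive = only one of the two criteria met; inactive = mean below 40 and under half of replicates reaching 40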;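 also: 0% = median of neutral control wells and 100% = median of positive control wells; inhibitors cause a drop in the FAM fluorescence signal; in these data hits start at about 50%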
ERAP1 inh: ERAP1 (human) enzyme inhibition; Q9NZ08; recombinant ERAP1, Leu-AMC fluorescence, 60 min; inhibition, % at 10.7 µM; 0.15% of 340,000 active; AID 652197;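 active = mean replicate inhibition of at least 30%, or all replicates individually reaching that 30% level; inactive = mean below 30% and not every replicate reaching it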;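 also: 0% = neutral control wells and 100% = L-leucinethiol positive control wells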
Active calls of the source: *; i = inactive; ? = inconclusive; / = no result given; [ ] = dose if it differs, or a comment.

SMILES	PglD inh	Cneo AK release	PGC1a acetyl inh	miR122 inh	E-sel inducer	RAD52 anneal inh	RAD54 branch	ERAP1 inh
C[C@@H]1CN([C@@H](C)CO)C(=O)c2cc(NC(=O)Nc3ccc4c(c3)OCO4)ccc2O[C@@H](C)CCCCO[C@H]1CN(C)C(=O)Nc1ccccc1	-3	0	-5	-4[16.7 µM]	0.0	26	-13	-1
C[C@@H]1CN([C@@H](C)CO)C(=O)c2cccc(NC(=O)Nc3ccc4c(c3)OCO4)c2O[C@H]1CN(C)S(=O)(=O)c1ccc(F)cc1	-3	-1	4	-4[16.7 µM]	55*	-4	-7	-1
CN(C(=O)C1CCCCN1S(=O)(=O)c1ccccc1)c1ccccc1 (configuration not stated)	2	0	-12	/	0.1	-16	-1	-1
COc1ccc(N=N/C(C(C)=O)=C(/C)O)cc1	/	/	1	/	-0.9	-26	/	8
O=C(NC1CCCCC1)C(c1ccco1)N(Cc1cccs1)C(=O)Cn1nnc2ccccc21 (configuration not stated)	0	-1	6	4	/	/	-3	/
COCC(=O)Nc1ccc(N2CCCC2)c(S(=O)(=O)Nc2ccccc2OC)c1	6	-2	-5	50	-0.9	-23	-4	-1
C[C@H]1CCCCO[C@@H](CN(C)C(=O)Nc2ccc(F)cc2)[C@@H](C)CN([C@@H](C)CO)C(=O)c2cc(NS(C)(=O)=O)ccc2O1	0	0	-3	2[16.7 µM]	-0.1	6	-5	0
Cc1ccccc1C(=O)Nc1ccc(C(=O)O)cc1NC(=O)c1ccccc1C	-1	2	?	-8	/	-11	0	0
COc1cc(/C=C/CNC[C@H]2O[C@@H](n3ccc(N)nc3=O)[C@H](O)[C@@H]2O)ccc1O	1	8	12	-5	-0.1	-9	-14	0
C/C(=N\N=C(N)N)c1ccc(Cl)c(Cl)c1	1	2	-6	-5	0.9	19	16	-4
C[C@H]1CCCCO[C@H](CN(C)C)[C@@H](C)CN([C@@H](C)CO)C(=O)c2cc(NC(=O)CCCN(C)C)ccc2O1	3	-2	10	-1[16.7 µM]	-0.1	-1	-6	0
O=C(O)CCc1ccc(-c2ccc(F)cc2)n1NC(=O)c1ccco1	1	-1	11	3	/	/	8	/
CCn1c(-c2ccc3[nH]c(C)c(C)c3c2)n[nH]c1=S	2	-1	-18	-2	/	-1	-2	4
CC(=O)C1C(=O)CC(C)(O)C(C(C)=O)C1c1ccc(N(C)C)cc1 (configuration not stated)	-133	2	/	-4	/	/	-15	/
COc1ccc(-c2noc(COc3ccc(C)c(C)c3)n2)cc1OC	3	0	/	0	/	/	-5	/
COC(=O)c1ccc(CSc2n[nH]c(C)n2)o1	-1	0	2	0	/	0	-4	2
Cc1nn(Cc2c(Cl)cccc2Cl)c(C)c1N	-2	-16	1	-2	/	/	4	/
COCc1cccc(C2=CC(=O)C[C@H](c3ccc(OC)cc3)C2)c1	-5	1	-7	4	0.1	-13	-6	-3
C=C1CCN([C@H](C(=O)OCc2cccc(C)c2)C(C)C)S(=O)(=O)c2ccccc21	-3	-7	/	-3	-0.2	-11	-2	0
CSc1ccc(S(=O)(=O)NCC(=O)OCC(=O)N2CCC(C)CC2)cc1[N+](=O)[O-]	4	32	3	2	0.0	-1	-5	-2
Cc1noc(C)c1S(=O)(=O)Nc1ccc2c(c1)C(=O)N([C@H](C)CO)C[C@@H](C)[C@@H](CN(C)C(=O)NC1CCCCC1)OCCCC[C@@H](C)O2	-1	2	/	-4[16.7 µM]	0.6	-55	-5	0
Cc1cc(C(=O)CN2C(=O)NC(c3ccccc3)(c3ccccc3)C2=O)c(C)n1Cc1ccccc1	2	1	/	/	/	-34	0	3
COc1ccccc1NC(=O)Cc1csc(NC(=S)Nc2ccc(C)cc2)n1	0	-1	-18	7	/	/	0	/
O=C(COC(=O)c1ccc(Cl)nc1)Nc1ccc2ccccc2c1	3	8	-4	2	/	-7	8	0
Cc1cc(C)n(CC(O)COc2ccc(Cl)cc2)n1 (configuration not stated)	-3	1	2	-3	/	-5	6	-2
CCc1ccc(OCC(=O)N(C)CCC#N)c(Br)c1	4	6	2	8	/	/	-6	/
CCCCNC(=O)CSc1ccc(S(=O)(=O)N2CCOCC2)cn1	-1	0	-1	11	7.1	-2	1	-1
O=C(NCCNCC(O)COc1ccc(O)cc1)N1CCOCC1 (configuration not stated)	5	-1	-8	-1	0.3	-13	3	-2
COc1cccc(C2CC(c3cccs3)Nc3ncnn32)c1 (configuration not stated)	5	0	-7	6	/	/	2	/
CC(C)CC(=O)Nc1cc2c3c(c1)CCN3C(=O)CC2	1	1	-21	1	/	-14	5	-1
COc1ccc(NC(=O)COc2ccc(-c3ccccc3)cc2)cc1	2	0	-17	4	0.2	1	-2	1
CCC(=O)N1CCC1(C)C(=O)Nc1cccc2c1CCCC2 (configuration not stated)	2	-1	2	-1	1.9	3	4	-3
CCOC(=O)/C(=C\c1ccc(OC)c(OC)c1)C(=O)c1cccnc1	-3	4	5	-1	0.2	-4	6	2
CSc1nc2c(cc1C#N)C(=O)CC(C)(C)C2	/	/	-8	2	8.2	-20	/	-2
CN(Cc1ccon1)C(=O)CC1C(=O)NCCN1Cc1cccc(F)c1F (configuration not stated)	-2	-2	0	7	-3.2	-22	2	-2
O=C(NNC(=O)c1ccc(-c2ccccc2)cc1)Nc1ccccc1F	-3	1	/	/	-0.2	-7	3	4
NC(=O)CN1C(=O)C2C3C=CC(C3)C2C1=O (configuration not stated)	-3	-3	/	5	/	/	-8	/
O=C(NC(=S)Nc1ccc(N2CCOCC2)cc1)c1cccc(Cl)c1Cl	1	-1	7	-12	1.1	-14	0	-2
CCO[C@@H]1OC(C(=O)N2CCN(Cc3ccccc3)CC2)=C[C@H](C)[C@H]1CCCO	2	4	-3	1	-0.2	-5	-4	2
CCC(NC(=O)c1ccccc1NC(=O)c1ccco1)C(=O)NC1CCCCC1 (configuration not stated)	-3	1	-11	6	/	/	5	/
COc1cccc(C(=O)Nc2ccc3c(c2)C(=O)N(C)[C@@H]2CC[C@H](CC(=O)NCc4ccccc4F)O[C@@H]2CO3)c1	2	-1	-5	-22[16.7 µM]	0.0	-6	0	/
Cc1cccc(-c2ccc([C@@H]3[C@H]4CN(C(=O)c5ccc6c(c5)OCO6)CCCCN4[C@H]3CO)cc2)c1	2	86*	-6	-1[16.7 µM]	-0.1	-23	4	-3
O=C(CN(c1ccccc1)S(=O)(=O)c1ccc(Cl)cc1)Nc1cccnc1	1	0	-3	9	/	12	-5	-5
CCCN(C)C[C@@H]1OCCCC[C@@H](C)Oc2ccc(NS(=O)(=O)c3ccc(C)cc3)cc2C(=O)N([C@H](C)CO)C[C@@H]1C	40	-1	-8	1[16.7 µM]	-0.2	-2	-8	-36
Cn1cnc(S(=O)(=O)N2CCCCN3[C@H](CO)[C@@H](c4ccc(C#CC5CCCC5)cc4)[C@@H]3C2)c1	4	0	3	-7[16.7 µM]	-0.3	-3	-4	4
Cc1c(=O)n(OCc2ccccn2)c2ccccc2[n+]1[O-]	5	2	0	-5	/	/	12	/
C[C@H](O)C#Cc1ccc([C@@H]2[C@@H](CO)N3CCCCN(C(=O)c4ccc(F)cc4)C[C@@H]23)cc1	-3	-1	-12	-12[16.7 µM]	-1.0	-3	-4	4
Cc1noc(C)c1NC(=O)Nc1ccc2c(c1)C(=O)N([C@H](C)CO)C[C@H](C)[C@@H](CN(C)S(=O)(=O)c1ccc(F)cc1)OCCCC[C@H](C)O2	-2	47	5	7[16.7 µM]	-0.2	-4	-7	-3
C[C@H]1CN([C@@H](C)CO)C(=O)c2cc(NC(=O)Cn3cnnn3)ccc2O[C@@H]1CN(C)Cc1ccc(C(=O)Nc2ccccc2N)cc1	0	4	-14	-14[16.7 µM]	-0.2	-25	-2	-3
CCOc1ccc(NC(=O)CN(c2ccc(OC)cc2)S(C)(=O)=O)cc1	-3	8	-6	-6	/	/	-3	/
CCc1noc(C)c1C(=O)N1CCN(S(=O)(=O)c2ccc(C(C)C)cc2)CC1	-2	/	5	-3	-0.2	-10	-6	-3
COc1ccccc1CC(=O)Nc1ccc(OC)c(OC)c1	4	0	/	/	/	-1	6	-1
O=C(Nc1ccccc1C(=O)O)c1cccc(C(=O)Nc2ccccc2C(=O)O)c1	6	6	/	/	/	-12	-6	-14
COc1cccc(CN2[C@H](CO)[C@H]3c4ccccc4N(C(=O)CC(F)(F)F)C[C@H]32)c1	-2	-4	-3	28[16.7 µM]	-0.4	-10	4	-2
COc1ccc(Cl)cc1NC(=O)c1cccc(N2C(=O)C3CC=CCC3C2=O)c1 (configuration not stated)	1	-1	/	0	/	1	6	2
CCC(C)n1c(=N)c(C#N)cc2c(=O)n3cc(C)ccc3nc21 (configuration not stated)	/	/	-1	/	-0.1	i	/	-5
CCCc1nc2ccccc2c(=O)n1/N=C/c1ccc(O)cc1	3	6	1	0	/	/	3	/
COc1ccc(OC)c(NC2c3ccccc3C(=O)N2Cc2ccc3c(c2)OCO3)c1 (configuration not stated)	1	-2	3	2	/	-3	-6	-5
Cc1ccc(Cl)cc1N1C(=O)CC(C)(C)CC1=O	1	3	-7	-4	0.3	-16	2	-3
CC(NC(=O)c1cccc(Cl)c1)C1CC2CCC1C2 (configuration not stated)	-2	3	-4	-2	-0.1	1	2	0

Three compounds already listed, ordered by molecular weight, falling:
SMILES	PglD inh	Cneo AK release	PGC1a acetyl inh	miR122 inh	E-sel inducer	RAD52 anneal inh	RAD54 branch	ERAP1 inh
COc1cccc(C(=O)Nc2ccc3c(c2)C(=O)N(C)[C@@H]2CC[C@H](CC(=O)NCc4ccccc4F)O[C@@H]2CO3)c1	2	-1	-5	-22[16.7 µM]	0.0	-6	0	/
CCC(C)n1c(=N)c(C#N)cc2c(=O)n3cc(C)ccc3nc21 (configuration not stated)	/	/	-1	/	-0.1	i	/	-5
CCn1c(-c2ccc3[nH]c(C)c(C)c3c2)n[nH]c1=S	2	-1	-18	-2	/	-1	-2	4

Continued.
SMILES	PglD inh	Cneo AK release	PGC1a acetyl inh	miR122 inh	E-sel inducer	RAD52 anneal inh	RAD54 branch	ERAP1 inh
C[C@H]1CN([C@@H](C)CO)C(=O)Cc2cc(NC(=O)Nc3ccc(C(F)(F)F)cc3)ccc2O[C@@H]1CN(C)Cc1ccncc1	3	2	4	-1[16.7 µM]	/	22	-13	-1
O=C(COc1ccccc1Cl)NC(=S)Nc1ccccc1N1CCCC1	-2	20	5	/	/	-23	-4	2
C[C@@H]1CN([C@@H](C)CO)C(=O)c2cc(NC(=O)Cc3ccccc3)ccc2O[C@@H](C)CCCCO[C@H]1CN(C)C(=O)CCC(F)(F)F	-2	2	0	1[16.7 µM]	0.4	8	-13	-2
CCCNc1nc(C)nc2c1cnn2CCc1ccccc1	-1	1	/	/	/	-14	-3	4
C[C@H](CO)N1C[C@H](C)[C@@H](CN(C)Cc2ccc(C(F)(F)F)cc2)Oc2ccc(NS(=O)(=O)c3ccccc3)cc2CC1=O	-1	5	-4	-17[16.7 µM]	0.9	9	0	-3
COc1ccc(CCNC(=O)Cn2nnc(C(=O)Nc3cc(C)ccc3C)c2N)cc1OC	1	-2	-12	-6	/	-9	-10	-2
CC1(C)CC(=O)C(N=Nc2ccc3ncsc3c2)=C(O)C1	0	-3	5	-6	/	/	-4	/
O=C(C[C@H]1C[C@H]2c3cc(NC(=O)c4cccnc4)ccc3O[C@H]2[C@@H](CO)O1)NCc1ccncc1	1	-2	-6	0[16.7 µM]	-0.1	6	-3	2
COc1ccccc1N1CCN(c2nc(C)cc(C)c2C#N)CC1	3	-1	/	/	0.3	-19	-8	0

Bioassay records from PubChem.

Rows are unselected; 1.4% or so of the library scored in one or more.
